High-throughput results from PubChem.
NPC1 prom act = qHTS Assay for NPC1 Promoter Activators. Huh7 NPC1 promoter luciferase reporter, 24 h. Potency, µM (titrated, usually from 9.22 µM), for the others: at the top dose activation, usual class: activators. 320,000 compounds, 2.4% hits. AID 485313, 2010;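 also: potency is read from the fitted curve at half-maximal effect; % of control where 0% means no effect; nearly all actives have a fitted effect of over 60% in size; reporter is driven by a mutant NPC1 promoter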
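In 1536-well qHTS, Huh7 cells harboring an NPC1 promoter–luciferase construct received compound for 24 h; activation was quantified by luminescence following luciferase reagent addition.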
RORg inh = qHTS for inhibitors of ROR gamma transcriptional activity; AID 2551, 2010; Nuclear receptor ROR-gamma (Mus musculus), P51450; Drosophila S2 Gal4-RORgamma UAS-luciferase reporter, 20 h; 310,000 compounds, 5.4% hits; Potency, µM (highest dose often 53.6 µM), without a hit: top-dose activity change, negative = inhibition, most hits filed as inhibitors; also: potency is read from the fitted curve at half-maximal effect; % is scaled to controls: 0 for no effect and ±100 for the full control effect; nearly all actives have a fitted effect of over 60% in size
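Using a luciferase readout, inhibitors were identified by reduced reporter activity in Drosophila cells coexpressing a copper-inducible Gal4–ROR gamma fusion and UAS-driven Photinus luciferase, incubated 20 hr after 700 uM copper sulfate.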
Rab9 promoter act = qHTS Assay for Rab9 Promoter Activators; Huh7 Rab9 promoter-luciferase reporter, luminescence, 24 h; 320,000 compounds, 2.8% hits; Potency, µM (series often up to 9.22 µM), for the others: at the top dose activation, negative = inhibition, hits mostly activators; also: potency is read from the fitted curve at half-maximal effect; % of control where 0% means no effect; nearly all actives have a fitted effect of over 60% in size
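Rab9 promoter-driven luciferase in stably transfected Huh7 cells; 1500 cells/well rested 2 h, exposed to compound in DMSO for 24 h at 37 °C, 5% CO2. Luminescence read 10 min after adding luciferase reagent at ambient temperature.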
PKM2 act = qHTS Assay for Activators of Human Muscle isoform 2 Pyruvate Kinase; AID 1631, 2009; purified PKM2, Kinase-Glo ATP luminescence, activation; response scale: 0% is enzyme alone, no compound; Potency, µM (top dose mostly 57.5 µM), for inactives: at the highest dose activation, actives largely listed as activators; 260,000 compounds, 0.34% hits; also: potency is read from the fitted curve at half-maximal effect; % is scaled to controls: 0 for no effect and ±100 for the full control effect; nearly all actives have a fitted effect of over 55% in size
Target sequence (P14618 whole entry, looked up, canonical isoform): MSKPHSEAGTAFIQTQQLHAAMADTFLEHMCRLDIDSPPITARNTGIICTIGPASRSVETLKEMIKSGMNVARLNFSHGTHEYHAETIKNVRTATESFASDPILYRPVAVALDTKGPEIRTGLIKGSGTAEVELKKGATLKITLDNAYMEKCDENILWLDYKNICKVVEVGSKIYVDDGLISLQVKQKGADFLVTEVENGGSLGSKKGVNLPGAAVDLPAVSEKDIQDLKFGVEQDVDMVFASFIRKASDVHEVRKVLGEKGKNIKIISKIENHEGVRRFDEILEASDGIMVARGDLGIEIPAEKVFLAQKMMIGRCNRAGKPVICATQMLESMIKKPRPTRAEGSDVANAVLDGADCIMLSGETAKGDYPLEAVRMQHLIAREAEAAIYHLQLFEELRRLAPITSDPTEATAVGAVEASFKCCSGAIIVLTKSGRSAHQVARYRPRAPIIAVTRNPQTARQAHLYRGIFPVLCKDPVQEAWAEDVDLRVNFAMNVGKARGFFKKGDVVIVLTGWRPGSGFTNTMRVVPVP
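Purified hPK-M2 (>95%) run at intermediate activity with 0.1 mM ADP and 0.5 mM PEP in 50 mM imidazole pH 7.2, KCl, MgCl2; 1 h room temperature. ATP formed read by Kinase-Glo luminescence; normalized to uninhibited and no-enzyme controls.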
BRCA1 expr act = qHTS Assay to Identify Small Molecule Activators of BRCA1 Expression; MCF7-BRCA1-FFLuc reporter, luminescence, 48 h; response scale: scaled: vehicle 0%, 10 µM genistein 100%; 380,000 compounds, 1.1% hits; AID 624202, 2012; Potency, µM (top dose mostly 46.1 µM), for inactives: at the highest dose activation, actives largely listed as activators; also: potency is read from the fitted curve at half-maximal effect; nearly all actives have a fitted effect of over 80% in size; some results filed as inactive show a strong effect at the top dose
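Quantitative HTS in MCF7 cells stably reporting BRCA1 expression via firefly luciferase. Compound treatment lasts 48 h at 37 °C in phenol-red free MEM. Activation is expressed relative to genistein at 10 microM and DMSO.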
Menin MLL FP TR = qHTS Assay for Inhibitors Targeting the Menin-MLL Interaction in MLL Related Leukemias: Competition With Texas Red Labeled MLL-derived Mutant Peptide | O00255 | Menin + Texas Red MLL mutant peptide, fluorescence polarization | Potency, µM (top dose mostly 61.6 µM), for the others: at the top dose FP activity change, negative = inhibition, usual class: inhibitors | 270,000 compounds, 0.23% hits | AID 1768, 2009; active = well fitted inhibition curve with a large enough effect in the polarisation, with a control signal flat, not every such curve was filed as active; inconclusive = small, poorly fitted or top-dose-only effect, or effect the other way, or a change in a side signal; inactive = no such curve, though single readings can be large or run the other way; the % refers to the polarisation; also: potency is read from the fitted curve at half-maximal effect; % of control where 0% means no effect; many of its hits are not listed in these tables
p53 reactivation = qHTS assay for re-activators of p53 using a Luc reporter | H1299 p53-A138V BP100-luciferase reporter, luminescence, 24 h | Potency, µM (titrated, usually from 92.2 µM), inactives show at the top dose activity change, positive = activation, hits mostly activators | 320,000 compounds, 0.063% hits | AID 504706, 2011; also: potency is read from the fitted curve at half-maximal effect; % of control where 0% means no effect; nearly all actives have a fitted effect of over 45% in size
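H1299 (p53-null), stable ts p53-A138V + BP100-Luc; 1000 cells/well, Opti-MEM/10% FBS; cpd 4 pt, 1:5; 24 h, 37 deg C, 5% CO2; detection reagent 10 min RT; luminescence.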
Giardia killer = Small Molecules that selectively kill Giardia lamblia: qHTS; AID 540267, 2011; activity change, % at 7.66 µM, hits read low; Giardia lamblia trophozoite viability; 340,000 compounds, 0.15% hits; in the data active = activity change below about -80%; inconclusive = between about -30% and that limit;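 also: parasites exposed to compound for two days anaerobically before the ATP read; % is scaled to controls: 0 for no effect and ±100 for the full control effect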
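Each well holds 100 Giardia trophozoites and compound. After two days (48 hrs) at 37 deg C in anaerobic conditions, ATP is quantified by luminescence.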
ELG1 genotox = qHTS screen for small molecules that induce genotoxicity in human embryonic kidney (HEK293T) cells expressing luciferase-tagged ELG1; HEK293T ELG1-luciferase reporter, luminescence, 16 h; Potency, µM (top dose mostly 46 µM), for inactives: at the highest dose activity change, positive = activation, most hits filed as activators; 330,000 compounds, 1.3% hits; also: potency is read from the fitted curve at half-maximal effect; % of control where 0% means no effect; nearly all actives have a fitted effect of over 60% in size
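HEK293T cells expressing luciferase-tagged ELG1 were treated with compound or DMSO for 16 hr at 37°C. Luciferase activity was then read after 30 min with ONE-Glo at room temperature; rising signal flags genetic stress.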
Gal4-VP16 FLuc = VP16 counterscreen qHTS for inhibitors of ROR gamma transcriptional activity; Drosophila S2 Gal4-VP16 UAS-luciferase, luminescence, 20 h; Potency, µM (top dose mostly 53.6 µM), without a hit: top-dose activity, negative = inhibition, hits mostly inhibitors; 310,000 compounds, 3.5% hits; AID 2546, 2010;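 also: Gal4-VP16 expression switched on by copper sulfate through the metallothionein promoter; potency is read from the fitted curve at half-maximal effect; % is scaled to controls: 0 for no effect and ±100 for the full control effect; nearly all actives have a fitted effect of over 50% in size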
FLuc counter = qHTS profiling assay for firefly luciferase inhibitor/activator using purifed enzyme and Km concentrations of substrates (counterscreen for miR-21 project) | Luciferin 4-monooxygenase (Photinus pyralis), P08659 | purified FLuc, Km substrates, luminescence inhibition | Potency, µM (top dose mostly 57.5 µM), for inactives: top-dose activity change, negative = inhibition, actives largely listed as inhibitors | 360,000 compounds, 6.9% hits | AID 588342, 2011;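 also: potency is read from the fitted curve at half-maximal effect; plate controls were vehicle for no effect and reference inhibitor for full effect; nearly all actives have a fitted effect of over 55% in size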
Target sequence (P08659 whole entry, looked up): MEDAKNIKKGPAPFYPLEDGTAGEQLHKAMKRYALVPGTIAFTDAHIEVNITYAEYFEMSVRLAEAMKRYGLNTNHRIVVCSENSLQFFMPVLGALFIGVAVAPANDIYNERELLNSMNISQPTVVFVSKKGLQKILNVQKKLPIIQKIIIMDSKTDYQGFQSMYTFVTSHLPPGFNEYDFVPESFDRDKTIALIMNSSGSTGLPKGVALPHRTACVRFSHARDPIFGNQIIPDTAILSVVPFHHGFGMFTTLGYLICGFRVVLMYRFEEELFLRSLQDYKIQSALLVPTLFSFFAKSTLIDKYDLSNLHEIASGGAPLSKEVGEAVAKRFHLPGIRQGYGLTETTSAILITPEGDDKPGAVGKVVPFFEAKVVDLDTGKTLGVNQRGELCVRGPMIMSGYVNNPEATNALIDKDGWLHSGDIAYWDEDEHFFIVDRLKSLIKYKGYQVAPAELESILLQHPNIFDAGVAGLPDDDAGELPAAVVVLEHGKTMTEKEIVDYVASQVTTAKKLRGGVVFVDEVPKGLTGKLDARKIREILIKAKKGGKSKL
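Purified P. pyralis luciferase, 10 nM final, with Km-level 10 uM D-luciferin and 10 uM ATP in 50 mM Tris acetate pH 7.5, 10 mM Mg acetate, 0.01% Tween-20, 0.05% BSA; 6-point qHTS titration about 60 µM downward; luminescence read.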
Numbers without * were called inactive; ? = inconclusive; · = not tested or not shown; [ ] = dose if it differs, or a comment. Unless noted, calls follow the shape of the dose curve; as a rule, active = well fitted curve in the direction sought with a large enough effect; inconclusive = small, poorly fitted or top-dose-only effect, or another doubt; inactive = no such curve, though single readings can be large; an effect the other way counts as inactive or inconclusive.

SMILES	NPC1 prom act	RORg inh	Rab9 promoter act	PKM2 act	BRCA1 expr act	Menin MLL FP TR	p53 reactivation	Giardia killer	ELG1 genotox	Gal4-VP16 FLuc	FLuc counter
CC(CCc1ccccc1)NC(=O)C1CCN(S(=O)(=O)N2CCCCC2)CC1 (centres undefined)	-2%	27%	-5%	2%	0%	0%	-19%	-11	-5%	1%	3%
OC(CNCCc1ccc(C(F)(F)F)cc1)COc1ccc2ccccc2c1 (centres undefined)	-4%	16µM*	2%	8%	-56%	?	-18%	-8	0%	11µM*	0%
COc1ccccc1CN1CC(C(=O)NCc2nccn2C)CCC1=O (centres undefined)	-5%	-13%	-1%	·	1%	·	3%	-10	1%	-3%	-1%
Cc1cc(C)c2nc(N3C(=O)C(O)=C(C(=O)c4ccco4)C3c3cccc(O)c3)sc2c1 (centres undefined)	4%	·	9%	·	-13%	·	-5%	-8	6%	·	-3%
C=CCn1c(SCC(N)=O)nnc1-c1cnccn1	-6%	-17%	-2%	-4%	-5%	·	4%	8	3%	-12%	-1%
O=[N+]([O-])c1ccc(N2CCC(O)CC2)nc1	2%	-8%	-6%	17%	3%	15%	12%	3	-2%	2%	5%
Cc1nn2c(C)c(C(=O)Nc3ccccc3)cnc2c1C#N	-5%	-2%	0%	2%	2%	-9%	-1%	-2	-8%	8%	2%
COc1cc(CC(=O)OCC(=O)NC2CC2)cc(OC)c1OC	-2%	-4%	-1%	16%	-1%	18%	0%	-16	1%	17%	2%
COCCOC(=O)c1sc(=S)n(CCOC)c1N	5%	?	2%	-14%	6%	28µM*	?	6	-9%	?	-15%
CCOC(=O)N1CCC(Nc2ncnc3c2cnn3-c2ccc(Cl)cc2)CC1	?	8.9µM*	?	2%	34%	-16%	29%	0	12µM*	8%	?
Cn1nccc1NC(=O)Nc1cccc(Cl)c1Cl	1%	5%	-4%	14%	-12%	·	-2%	4	-3%	1%	-13%
O=C1NN=C(CSc2n[nH]c(=S)s2)CS1	-1%	-3%	-3%	-6%	-16%	12%	3%	8	6%	1%	-6%
CCOC(=O)CN1NC2(CCCCC2)NC1=S	0%	16µM*	1%	-2%	-5%	2%	0%	-15	-6%	?	2%
COCCn1c(SCC(=O)N2CC(=O)Nc3ccccc32)nc2ccccc2c1=O	0%	26%	13%	-5%	-10%	-5%	4%	6	-1%	2%	-4%
COc1cccc2c1OC[C@@H](CO)[C@H]2N(C)C(=O)Nc1ccc(Cl)cc1Cl	-6%	9%	-10%	1%	-23%	·	-3%	69[activator]	-3%	2%	-1%
COc1ccc(C(=O)N2CCCc3ccccc32)cc1Br	-4%	1%	0%	-4%	-16%	1%	30%	0	-5%	-5%	2%
Cc1ccc(NC(=O)CSc2nc3c(c(=O)[nH]2)CCCC3)cc1C	-4%	-23%	-6%	·	-9%	·	19%	11	2%	?	0%
CC(=O)Oc1ccc(-c2ccc(C(=O)NCCc3ccc(S(N)(=O)=O)cc3)cc2)cc1	-5%	12%	-1%	·	-2%	?	8%	-12	14%	-3%	1%
O=C(Nc1nc2ccc(Oc3ccccc3)cc2s1)c1cc([N+](=O)[O-])ccc1N1CCOCC1	1%	17%	-3%	-2%	4%	8%	9%	-13	-3%	-10%	-2%
C[C@H](NC(=O)c1ccc(C(C)(C)C)cc1)C(=O)N1CCC2(CC1)NCCc1[nH]cnc12	-2%	0%	-6%	·	-2%	·	3%	-13	-3%	-7%	1%
N=c1oc2ccc(Cl)cc2cc1C(=O)Nc1ccc(F)cc1	3.5µM*	17%	3.5µM*	·	3%	-7%	14%	-5	?	23%	?
COc1ccccc1N(CC(=O)NCc1ccccc1)S(C)(=O)=O	-4%	-12%	-8%	14%	8%	43%[activator]	-3%	-6	4%	-3%	2%
N#Cc1c(NC2CCCCC2)nc(-c2ccco2)c2c1CCCC2	-2%	-20%	-3%	7%	-41%	1%	2%	?	-1%	10%	1%
C=CCN1C(=O)c2ccc(C(=O)N(CC)CC(=O)Nc3ccc(OC)cc3)cc2C1=O	-5%	·	-6%	·	-1%	·	-5%	-24	1%	·	5%
O=C(O)c1ccccc1C(=O)Nc1ccc(S(=O)(=O)Nc2nccs2)cc1	-1%	13%	0%	·	11%	1%	5%	-9	-7%	1%	4%
(more compounds)
SMILES	NPC1 prom act	RORg inh	Rab9 promoter act	PKM2 act	BRCA1 expr act	Menin MLL FP TR	p53 reactivation	Giardia killer	ELG1 genotox	Gal4-VP16 FLuc	FLuc counter
CN(CCc1ccccn1)C(=O)c1cccnc1Oc1ccccc1	-1%	33%	0%	-1%	2%	·	0%	16	0%	0%	1%
CN1C(=O)C(C)(C)c2cc(S(=O)(=O)NCC(=O)NCc3ccccc3)ccc21	2%	-23%	-4%	0%	-15%	11%	6%	?	-9%	1%	-2%
Cc1[nH]nc2c1/C(=N\O)CCC2	-2%	1%	3%	6%	-17%	1%	-2%	-11	2%	6%	-1%
COc1cc(C(=O)N2CCN(S(=O)(=O)c3ccc(C)cc3)CC2)ccc1OCc1c(C)noc1C	-7%	34%	-2%	11%	-18%	5%	15%	6	-11%	-11%	-2%
COC(=O)[C@H](CCSC)NC(=O)NCc1ccc(S(N)(=O)=O)cc1	0%	30%	-8%	3%	-3%	-1%[11.7 µM]	7%	10	0%	1%	1%
CCCCOc1ccc(C2=CSC3=NCCN23)cc1[N+](=O)[O-]	-1%	-25%	-3%	·	-21%	-29%	5%	19	8%	8%	-1%
CCOc1ccc(C(NC(=O)c2ccco2)c2ccc(OC)c(OC)c2)cc1 (centres undefined)	1%	3%	-8%	0%	-14%	11%	-4%	18	11%	5%	1%
N#CCSc1nnc(-c2ccc(S(=O)(=O)N3CCOCC3)cc2)n1CC1CCCO1 (centres undefined)	1%	-10%	5%	1%	9%	2%	4%	10	2%	-2%	2%
NC(=O)c1cccnc1Oc1ccccc1	-2%	1%	-3%	6%	10%	·	0%	-1	1%	4%	-1%
CC(NS(=O)(=O)c1ccccc1)C(c1cccs1)N1CCN(c2ccccc2)CC1 (centres undefined)	-1%	10%	0%	-1%	-44%	13%	-4%	8	-7%	-5%	0%
CC(=O)N1CCCc2cc(S(=O)(=O)Nc3ccc(C)cc3C)ccc21	-3%	1%	-12%	5%	-21%	3%	14%	6	-5%	0%	-1%
NNc1nc2c(Cl)c(Cl)ccc2s1	?	?	?	-25%	23%	?	9%	5	8%	?	-18%
O=C(NNc1ccc([N+](=O)[O-])cc1[N+](=O)[O-])c1ccco1	-5%	?	-5%	-24%	-28%	?	-11%	-30	-22%	?	?
CCCOc1ccc(N2C(=O)CC(N3CCOCC3)C2=O)cc1 (centres undefined)	-3%	31%	1%	8%	-6%	19%	4%	23	3%	?	-2%
Cc1ccc(NC(=S)NC(=O)CC2CC(C)(C)OC2=O)cc1 (centres undefined)	-2%	?	1%	2%	14%	0%	1%	-4	1%	-6%	3%
CCOCCn1c(COc2ccccc2)nc2ccccc21	6%	?	-1%	1%	31%	30%[activator]	-2%	-6	0%	-6%	?
CN(Cc1cnccn1)Cc1ccccc1OCC(O)CN1CCc2ccccc2C1 (centres undefined)	3%	1%	-8%	-1%	-21%	?	-2%	11	-6%	6%	-1%
Cc1noc(C)c1C(=O)Nc1cccc(S(=O)(=O)N2CCOCC2)c1	-1%	·	0%	·	3%	·	-8%	3	2%	·	3%
COc1cc(CNn2nnnc2N)ccc1OCc1c(Cl)cccc1Cl	-5%	14%	-4%	-1%	-26%	6%	-1%	-6	-4%	-29%	0%
Cc1ccc(C)n1NC(=O)c1cccs1	0%	0%	4%	10%	-11%	?	30%	-9	-4%	6%	1%
CCc1ccc(C(=O)Nc2ccc3nc(C)ccc3c2)cc1	3.5µM*	18%	2.8µM*	·	3.2µM*	-3%	?	-2	?	9%	5.4µM*
CCOc1nc(C)cc(C)c1S(=O)(=O)c1cccc(C)c1	-5%	-9%	-7%	-34%	·	8%	-4%	·	-4%	-23%[10 µM]	-1%
O=c1cc(-c2cccc([N+](=O)[O-])c2)[nH][nH]1	1%	-2%	-7%	-1%	12%	-4%	0%	0	1%	-8%	1%

Not all compounds are listed (hit frequency here may not be typical).
